# Bioassay records from PubChem.
# 14-3-3 Bad PPI – disrupts binding of bovine 14-3-3 zeta to phospho-Bad peptide | AID 781 | P63103 | actives 0.71% (n = 220,000) | inhibition, % at 21.7 µM | TR-FRET 14-3-3zeta/Dy647-pBad peptide displacement, 1 h;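 active means inhibition above about 70%, limit read from the data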;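 further: 0% = full 14-3-3 plus peptide FRET controls and 100% = background without 14-3-3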
# Target sequence (P63103 whole entry, looked up): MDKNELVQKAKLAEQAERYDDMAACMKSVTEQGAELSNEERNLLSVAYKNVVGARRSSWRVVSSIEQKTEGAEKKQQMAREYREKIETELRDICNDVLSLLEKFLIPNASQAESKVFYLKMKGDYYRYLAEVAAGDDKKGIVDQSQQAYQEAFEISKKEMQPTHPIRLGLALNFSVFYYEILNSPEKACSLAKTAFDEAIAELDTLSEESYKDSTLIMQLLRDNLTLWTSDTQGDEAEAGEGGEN
# hK5 inh – kallikrein 5 (human) inhibition. AID 873. recombinant hK5, fluorogenic AMC substrate cleavage. actives 0.59% (n = 210,000). inhibition, % at 5 µM;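 active means inhibition of 40% or more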;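 further: 0% = enzyme controls without compound and 100% = no-enzyme blanks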
# FXIIa inh – inhibitors of human coagulation factor XIIa. AID 800. actives 0.3% (n = 220,000). purified FXIIa, Boc-QGR-AMC fluorogenic substrate, 2 h. inhibition, % at 5 µM. P00748; in the data active means inhibition above about 40%;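 further: 0% = enzyme with no compound and 100% = blank without enzyme; many of its hits are not listed in these tables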
# Thrombin inh – blocks human thrombin protease activity; P00734; alpha-thrombin, Boc-VPR-AMC fluorogenic substrate cleavage; inhibition, % at 5 µM; actives 0.26% (n = 220,000); AID 1046;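 active means inhibition at or above 40%; inactive means inhibition below 40%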;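 further: 0% = enzyme with no compound and 100% = wells without enzyme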
#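 Material: human alpha-thrombin protein; Also added: Boc-VPR-AMC substrate, 15 µM final; Timing: enzyme reaction carried out at room temperature; Signal: fluorescence, ex 355 nm, em 460 nm; Measure: % inhibition of thrombin; Controls: enzyme without compound as high, wells lacking enzyme as low.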
# Runt-SMMHC FRET – inhibitors of human RUNX1 Runt domain binding to CBFb-SMMHC. Q01196+Q13951. Cerulean-Runt/Venus-CBFb-SMMHC FRET ratio 530/480, 1 h. inhibition, % at 20 µM. actives 0.74% (n = 220,000). AID 1434;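 active means mean inhibition across duplicate retests at 20 µM reaching about 50%, limit read from the data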;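 further: 0% = DMSO wells and 100% = wells with excess untagged CBFb-SMMHC; inhibitors lower the FRET ratio by blocking Runt binding to CBFb-SMMHC; some results filed as inactive read as strong as hits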
# Target sequence (Q01196 whole entry, looked up, the tested form may be a part): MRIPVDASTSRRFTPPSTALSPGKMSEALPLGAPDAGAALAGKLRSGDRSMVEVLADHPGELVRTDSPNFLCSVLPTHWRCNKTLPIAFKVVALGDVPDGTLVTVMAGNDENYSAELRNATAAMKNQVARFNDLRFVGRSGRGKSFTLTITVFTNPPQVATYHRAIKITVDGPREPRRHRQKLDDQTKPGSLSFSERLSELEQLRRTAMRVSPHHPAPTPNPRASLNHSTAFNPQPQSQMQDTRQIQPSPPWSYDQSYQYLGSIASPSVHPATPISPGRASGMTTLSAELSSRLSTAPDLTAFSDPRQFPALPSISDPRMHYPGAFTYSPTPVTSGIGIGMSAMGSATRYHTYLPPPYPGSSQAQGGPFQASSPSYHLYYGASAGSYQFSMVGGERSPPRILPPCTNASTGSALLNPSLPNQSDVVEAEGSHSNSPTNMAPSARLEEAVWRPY
# Target sequence (Q13951 whole entry, looked up, the tested form may be a part): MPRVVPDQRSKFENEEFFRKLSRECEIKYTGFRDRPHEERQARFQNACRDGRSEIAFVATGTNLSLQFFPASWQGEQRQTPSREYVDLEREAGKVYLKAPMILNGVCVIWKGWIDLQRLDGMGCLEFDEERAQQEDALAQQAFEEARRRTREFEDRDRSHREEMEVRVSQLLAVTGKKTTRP
# Hck-Nef inh – human Hck-Nef kinase inhibition. actives 0.68% (n = 220,000). AID 463187. Recombinant Hck-YEEI plus Nef, Z-Lyte FRET kinase assay. P08631. inhibition, % at 20 µM;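 active means Hck-Nef kinase inhibition above about 50%, limit read from the data; inactive means inhibition below that limit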;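 further: 0% = DMSO with Hck plus Nef and 100% = Hck alone without Nef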
# FXIa inh – blocks human coagulation factor XIa protease activity; purified FXIa, Boc-Glu-Ala-Arg-AMC fluorogenic substrate; inhibition, % at 5 µM; actives 0.14% (n = 220,000); AID 798;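 active means inhibition of at least 40%; inactive means inhibition below 40%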;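 further: fluorescence of freed AMC excited at 355 nm; 0% = enzyme without compound and 100% = no enzyme blank; many of its hits are not listed in these tables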
# Runt-CBFb FRET – Runt domain-CBFb interaction inhibition. inhibition, % at 20 µM. Cerulean-Runt/Venus-CBFb FRET ratio 530/480, 1 h. actives 0.46% (n = 220,000). Q01196+Q13951. AID 1496;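 active means inhibition over about 50% at 20 µM in the single-dose screen, limit read from the data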;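 further: 0% = DMSO wells and 100% = excess unlabeled CBFb competitor control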
#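 Schedule: protein complex preformed 1 h, compound exposure 1 h, room temperature, dark; test system: Cerulean-labeled Runt domain protein; amount: 100 nM per protein; buffer or medium: Tris 50 mM pH 7.5, KCl, K2SO4, 0.01% BSA; read-out: loss of energy transfer signal; detection: FRET fluorescence; controls: 5 µM unlabeled CBFb as full-inhibition high control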
# Wee1 degr inh – human Wee1 degradation inhibition, primary screen. HeLa Luc-Wee1K328M stability, luciferase luminescence; 100% = proteasome inhibitor MG132 effect. actives 1.2% (n = 220,000). P30291. reporter increase, % at 5 µM;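 active means activation above the mean of all tested compounds plus 3 SD, set per screening run, cut at about 8.8% in these data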;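 further: cells exposed to compound for 20 h before luminescence read; 0% = DMSO alone and 100% = MG132 at 30 µM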
# * = called active by the depositor; / = no result given; [ ] = remark or other dose. Rows are unselected; 4.2% or so of the library scored in one or more.
SMILES,14-3-3 Bad PPI,hK5 inh,FXIIa inh,Thrombin inh,Runt-SMMHC FRET,Hck-Nef inh,FXIa inh,Runt-CBFb FRET,Wee1 degr inh
CSc1cc(-c2ccccc2)n(Cc2c(Cl)cccc2Cl)c(=O)c1C#N,6,15,10,3,0,0,-14,0,2
COc1ccc(OC)c(NC(=O)c2cc3c(=O)n4ccccc4nc3n2C)c1,-2,-8,11,2,69,12,-2,/,0
C#CCOCCOCCOCCNc1nc(N2CCN(C(=O)[C@H](Cc3ccc(O)cc3)n3cc([C@@H](N)CC(C)C)nn3)CC2)nc(N2CCN(C(=O)[C@H](Cc3cc4ccccc4[nH]3)n3cc([C@@H](N)CC(C)C)nn3)CC2)n1,24,2,7,0,21,-6,0,7,-1
COc1ccc(N(C(=O)c2cccc(OC)c2OC)C2C=CS(=O)(=O)C2)cc1 (stereo not drawn),3,4,18,2,1,0,-23,-2,-1
O=C(CSc1nnc(COc2ccc3c(c2)CCCC3)o1)Nc1ccc(F)cc1,87*,20,16,2,-3,2,-1,1,2
COC(=O)c1ccc2nc(C)cc(Nc3ccc(N(C)C)cc3)c2c1,7,-15,13,-1,-17,-2,8,-2,-1
O=C(O)c1cccc(-c2ccc(/C=N/Nc3ccc([N+](=O)[O-])cc3)o2)c1,-5,3,3,16,-144,11,2,-59,1
C=C(C)CSc1nc2nc(C)c(Br)cc2[nH]1,-14,-20,-4,-12,-1,-2,-11,0,0
Cc1ccc(-c2cc(C(F)F)nc(N3CCC(C)CC3)n2)cc1,1,2,5,5,-4,0,10,-2,1
CCCS(=O)(=O)NCc1cn2cccc(C)c2n1,0,-12,10,-1,0,-4,-3,5,-1
O=C(NCCCl)Nc1ccc(Cl)c([N+](=O)[O-])c1,-12,3,6,-3,-2,-10,-3,-3,2
O=[N+]([O-])c1cc(C(F)(F)F)ccc1NN=C1CCCC1,0[fluorescence artefact?],-8,6,0,0,-1,11,-6,2
O=C(/C=C/c1ccc(F)cc1)NC(=S)N1CCN(c2ccccn2)CC1,1,5,5,1,-3,8,5,2,5
O=C(N/N=C/c1sc(N2CCOCC2)nc1-c1ccccc1)c1cccc(S(=O)(=O)N2CCCC2)c1,-17,10,11,0,-60,3,0,-87,-1
Cc1ccc(S(=O)(=O)NN=C2C3CC4CC(C3)CC2C4)cc1[N+](=O)[O-],8,-11,7,-16,4,0,-4,0,-1
CC1N=C(N)C(c2nc3ccccc3n2C)=C1O (stereo not drawn),-2,-6,2,-4,1,-1,-3,0,1
Cc1cc2nc(CSc3ccc(Cl)cc3)cc(=O)n2[nH]1,-15,-4,3,0,9,7,-2,20,0
Cc1cccc(C)c1NC(=O)COC(=O)c1cc(-c2cccnc2)nc2ccccc12,1,-4,24,9,-15,4,27,-5,-2
CC(=O)N1CCc2c(sc(NC(=O)CN3C(=O)CCC3=O)c2C(N)=O)C1,14[fluorescence artefact?],-6,11,-5,21,2,0,6,2
CCc1ccc(-c2nc(CSCC(=O)NCc3ccco3)c(C)o2)cc1,-13,0,9,5,0,13,0,-2,7
COc1ccc(-c2nc(Cn3c(SCc4ccccc4F)nc4ccncc43)c(C)o2)cc1,19[fluorescence artefact?],-4,11,-4,-4,0,0,-3,2
Cc1onc(-c2ccccc2)c1C(=O)Nc1cccnc1,10,9,10,2,-5,0,-15,0,4
Cc1ccc(C)n1-c1nn(S(=O)(=O)c2cccc3cccnc23)c2cccc(F)c12,-2,1,7,-1,0,14,1,0,0
Cc1cc2nc(-c3ccc(SCC(=O)Nc4ccc5c(c4)OCCO5)nc3)[nH]c2cc1C,20[fluorescence artefact?],-10,13,-1,-6,2,4,/,0
CCOC(=O)c1ccc2c(c1)nc(SC/C(O)=C(\C#N)c1nc3ccccc3[nH]1)n2CC,11,-36,0,-3,12,5,0,1,-4

# Some of the entries above, set out differently:
SMILES: CSc1cc(-c2ccccc2)n(Cc2c(Cl)cccc2Cl)c(=O)c1C#N
  14-3-3 Bad PPI = 6
  hK5 inh = 15
  FXIIa inh = 10
  Thrombin inh = 3
  Runt-SMMHC FRET = 0
  Hck-Nef inh = 0
  FXIa inh = -14
  Runt-CBFb FRET = 0
  Wee1 degr inh = 2

SMILES: COc1ccc(-c2nc(Cn3c(SCc4ccccc4F)nc4ccncc43)c(C)o2)cc1
  14-3-3 Bad PPI = 19[fluorescence artefact?]
  hK5 inh = -4
  FXIIa inh = 11
  Thrombin inh = -4
  Runt-SMMHC FRET = -4
  Hck-Nef inh = 0
  FXIa inh = 0
  Runt-CBFb FRET = -3
  Wee1 degr inh = 2

# The listing picks up, repeating the 7 entries before the break.
SMILES,14-3-3 Bad PPI,hK5 inh,FXIIa inh,Thrombin inh,Runt-SMMHC FRET,Hck-Nef inh,FXIa inh,Runt-CBFb FRET,Wee1 degr inh
CC(=O)N1CCc2c(sc(NC(=O)CN3C(=O)CCC3=O)c2C(N)=O)C1,14[fluorescence artefact?],-6,11,-5,21,2,0,6,2
CCc1ccc(-c2nc(CSCC(=O)NCc3ccco3)c(C)o2)cc1,-13,0,9,5,0,13,0,-2,7
COc1ccc(-c2nc(Cn3c(SCc4ccccc4F)nc4ccncc43)c(C)o2)cc1,19[fluorescence artefact?],-4,11,-4,-4,0,0,-3,2
Cc1onc(-c2ccccc2)c1C(=O)Nc1cccnc1,10,9,10,2,-5,0,-15,0,4
Cc1ccc(C)n1-c1nn(S(=O)(=O)c2cccc3cccnc23)c2cccc(F)c12,-2,1,7,-1,0,14,1,0,0
Cc1cc2nc(-c3ccc(SCC(=O)Nc4ccc5c(c4)OCCO5)nc3)[nH]c2cc1C,20[fluorescence artefact?],-10,13,-1,-6,2,4,/,0
CCOC(=O)c1ccc2c(c1)nc(SC/C(O)=C(\C#N)c1nc3ccccc3[nH]1)n2CC,11,-36,0,-3,12,5,0,1,-4
Cc1cc(C)nc(-n2nc(C)cc2NC(=O)CN2CCc3ccccc3C2)n1,-10[fluorescence artefact?],0,4,5,-1,4,3,-4,-1
Cc1ccc(N2CC(C(=O)Nc3nccs3)CC2=O)cc1 (stereo not drawn),-8[fluorescence artefact?],-5,-9,-1,-1,-2,-1,0,2
CCCN1C(=O)/C(=N\OCC(=O)NCC(F)(F)F)c2ccccc21,0[fluorescence artefact?],12,0,-8,-6,1,-3,-1,-2
CCOc1ccc(/C(O)=C2/C(=O)C(=O)N(c3ncccn3)C2c2ccccc2)cc1 (stereo not drawn),1[fluorescence artefact?],-8,12,3,-11,-4,8,-3,-2
CCc1nnc(NC(=O)CSc2nnc(-c3ccc(S(=O)(=O)N4CCCC4)cc3)n2CC)s1,-16,-11,9,0,-5,9,6,-1,2
O=S(=O)(c1ccc(NC(=S)NCc2ccco2)cc1)N1CCCC1,-17,-19,4,-5,7,1,-2,19,-2
COC(=O)Nc1ccc(S(=O)(=O)NCCO)cc1,3,13,0,-7,0,7,-7,-2,5
Cc1cc(C)n(CC2CC(=O)N(c3ccc(Cl)c(Cl)c3)C2=O)n1 (stereo not drawn),-13,54*,16,21,-1,-1,18,0,-2
Cc1ccccc1NC(=O)/C(=C/c1ccccc1)c1ccccc1,-6,-14,0,-3,-3,1,-1,-3,-3
COc1ccc(OC)c(NC(=O)C2C(C(=O)O)C3(Cl)C(Cl)=C(Cl)C2(Cl)C3(Cl)Cl)c1 (stereo not drawn),5,4,8,-5,2,31,1,8,2
CCCCCCC(C)NC(=S)Nc1cc(S(=O)(=O)N(C)C)ccc1C (stereo not drawn),-6[fluorescence artefact?],-1,16,-2,-3,2,8,-2,1
CCCOc1ccc(NC(=O)C2CC(=O)N(C)C(=Nc3cccc(OC)c3)S2)cc1 (stereo not drawn),-6,4,6,-5,-1,22,-1,-4,9
CS(=O)(=O)N(Cc1ccc(Cl)cc1)c1ccc(C(=O)N2CCN(c3ccccc3)CC2)cc1,17[fluorescence artefact?],-25,9,-8,3,2,-5,-28,3
Cc1ccccc1C(=O)N1CCC(C(=O)Nc2nccs2)CC1,0,1,7,-4,-3,18,-1,2,1
C=CCn1c(SCC(=O)c2ccc(O)c(O)c2)nnc1-c1cccnc1,41,-8,7,-2,-4,26,5,5,1
CN1C(=O)/C(=C/c2ccc(O)c([N+](=O)[O-])c2)N(C)C1=S,-3,-2,6,0,-12,20,-3,3,0
CC(=O)Oc1ccc(C(=O)[C@H]2[C@H]3C(=O)N(c4ccccc4)C(=O)[C@H]3[C@@H]3C=CC=NN32)cc1,-27[fluorescence artefact?],-21,12,2,-10,2,12,0,0
C#CCNC(=O)C1=C[C@H](c2ccc(Br)cc2)C[C@H](OCCCCO)O1,1,-2,4,-2,-5,5,1,-3,1
NC(=O)C1CCN(C(=O)c2ccc(Oc3cc(Cl)cc(Cl)c3)o2)CC1,0,-15,-4,-14,-6,-9,-3,2,-2
